FUS yeast rescue – qHTS for Suppressors of FUS Proteinopathy: Primary screen using FUS-linked yeast assay | S. cerevisiae FUS-expressing, growth rescue, OD600, 24 h | AID 1347120, 2019 | 390,000 tested, 0.24% active | Potency, µM (highest dose often 76.6 µM), for the others: at the highest dose growth rescue (activation), hits mostly activators;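 note: plate controls were DMSO vehicle for no effect and reference control for full effect; nearly all actives have a fitted effect of over 55% in size; some results filed as inactive show a strong effect at the top dose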
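Absorbance at 600 nm, taken 24hr after compound addition, measured rescue of FUS-yeast growth at 30C. Induction used 2% galactose with seeding at OD 0.005. Controls: CP55940 from 92uM final, DMSO only.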
EPAC1 agonist – qHTS for Agonist of cAMP-regulated guanine nucleotide exchange factor 3 (EPAC1): primary screen; Rap guanine nucleotide exchange factor 3 (Homo sapiens), O95398; EPAC1 agonist qHTS, biochemical assay; response scale: 100% = response to 6.5 mM cAMP; Potency, µM (series often up to 154 µM), for the others: at the top dose activation, hits mostly activators; 360,000 tested, 0.073% active; note: nearly all actives have a fitted effect of over 60% in size
Target sequence (O95398 whole entry, looked up): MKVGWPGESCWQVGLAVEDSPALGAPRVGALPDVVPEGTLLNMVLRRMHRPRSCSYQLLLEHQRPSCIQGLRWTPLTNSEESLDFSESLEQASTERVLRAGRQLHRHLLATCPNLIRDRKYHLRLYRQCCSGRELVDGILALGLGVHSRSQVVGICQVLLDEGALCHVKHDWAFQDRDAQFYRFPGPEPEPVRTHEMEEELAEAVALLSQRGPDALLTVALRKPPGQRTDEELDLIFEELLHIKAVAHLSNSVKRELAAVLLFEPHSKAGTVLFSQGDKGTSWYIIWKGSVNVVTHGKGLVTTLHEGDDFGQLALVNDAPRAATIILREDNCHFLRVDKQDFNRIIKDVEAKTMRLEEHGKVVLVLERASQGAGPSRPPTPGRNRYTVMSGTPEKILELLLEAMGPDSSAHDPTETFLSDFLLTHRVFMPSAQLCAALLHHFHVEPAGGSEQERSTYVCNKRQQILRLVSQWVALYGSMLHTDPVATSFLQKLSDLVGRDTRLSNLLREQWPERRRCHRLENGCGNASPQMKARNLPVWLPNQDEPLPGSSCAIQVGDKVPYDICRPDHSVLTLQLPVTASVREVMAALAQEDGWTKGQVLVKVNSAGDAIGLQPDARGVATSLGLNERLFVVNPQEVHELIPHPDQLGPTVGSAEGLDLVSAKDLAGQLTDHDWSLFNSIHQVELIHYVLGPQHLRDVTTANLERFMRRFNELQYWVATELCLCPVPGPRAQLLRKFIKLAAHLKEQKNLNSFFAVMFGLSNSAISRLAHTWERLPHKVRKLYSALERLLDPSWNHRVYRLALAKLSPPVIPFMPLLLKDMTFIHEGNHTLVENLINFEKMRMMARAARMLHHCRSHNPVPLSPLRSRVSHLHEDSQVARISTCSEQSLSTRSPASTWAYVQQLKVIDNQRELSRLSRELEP
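Read-out is the fluorescence drop as BODIPY-GDP leaves Rap1B (480 nm excitation, 540 nm emission), recorded every 5 minutes over 30 minutes. Reactions held 100 nM EPAC1, 250 nM Rap1B–BODIPY-GDP and 50 uM GDP, with 6.5 mM cAMP setting full activation.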
EPAC2 ag – qHTS for Agonist of cAMP-regulated guanine nucleotide exchange factor 4 (EPAC2): primary screen; Rap guanine nucleotide exchange factor 4 (Homo sapiens), Q8WZA2; Potency, µM (titrated, usually from 154 µM), for inactives: at the top dose activation, hits mostly activators; AID 720711, 2013; 360,000 tested, 0.079% active; EPAC2 activation, biochemical qHTS; response scale: 100% = 6.5 mM cAMP response; note: nearly all actives have a fitted effect of over 50% in size
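Guanine nucleotide exchange by EPAC2 is measured as reduced fluorescence of BODIPY-GDP once it is released from 250 nM Rap1B. Plates are read kinetically for 30 min at room temperature; results are scaled to 6.5 mM cAMP.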
TDP43 rescue – qHTS of TDP-43 Inhibitors | TDP-43 expressing yeast growth rescue, BacTiter-Glo, 24 h | Potency, µM (series often up to 46.1 µM), for the others: at the top dose growth rescue (activation), hits mostly activators | 410,000 tested, 1.8% active; note: % of control where 0% means no effect; nearly all actives have a fitted effect of over 50% in size
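Yeast expressing TDP-43 (pregrown in raffinose, seeded at OD600=0.02 in galactose medium) exposed to compounds 24 hr at 30 deg C. Growth read by BacTiter-Glo luminescence; rescue of toxicity appears as increased signal.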
PTHR1 ag – qHTS for PTHR1 Agonists: Primary Screen. Parathyroid hormone/parathyroid hormone-related peptide receptor (Homo sapiens), Q03431. HEK293 GP2 PTHR1 cells, GloSensor cAMP luminescence, 1 h. Potency, µM (top dose mostly 115 µM), inactives show at the top dose activation, most hits filed as activators. 410,000 tested, 0.075% active. AID 743266, 2014; note: nearly all actives have a fitted effect of over 55% in size; some results filed as inactive show a strong effect at the top dose; inactives centre near -15; many of its hits are not listed in these tables
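HEK-293-derived GP2 cells expressing PTHR1 and a GloSensor cAMP reporter, 3,000/well, plated overnight, given luciferin plus IBMX (each 0.5 mM as added) for 1 h at 37 °C, then compound for 1 h at 37 °C. Luminescence was read after 15 min at room temperature.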
EPAC2 antagonist – qHTS for Antagonist of cAMP-regulated guanine nucleotide exchange factor 2 (EPAC2): primary screen; Rap guanine nucleotide exchange factor 4 (Homo sapiens), Q8WZA2; EPAC2 GEF exchange of Rap1B-BODIPY-GDP, fluorescence; 360,000 tested, 0.18% active; Potency, µM (series often up to 114 µM), for the others: at the top dose activity, negative = inhibition, most hits filed as inhibitors; note: % is set by controls: 0 for no effect and ±100 for the full control effect; nearly all actives have a fitted effect of over 45% in size; many of its hits are not listed in these tables
EPAC1 antagonist – qHTS for Antagonist of cAMP-regulated guanine nucleotide exchange factor 3 (EPAC1): primary screen. 360,000 tested, 0.14% active. EPAC1 GEF assay, Rap1b-BODIPY-GDP exchange fluorescence. Potency, µM (top dose mostly 115 µM), without a hit: at the top dose activity change, negative = inhibition, hits mostly inhibitors;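 note: plate controls were vehicle for no effect and positive control for full effect; nearly all actives have a fitted effect of over 50% in size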
aSyn rescue – qHTS of alpha-syn Inhibitors | Yeast expressing alpha-synuclein, growth rescue, BacTiter-Glo, 24 h | Potency, µM (titrated, usually from 46.1 µM), for the others: top-dose growth rescue (activation), usual class: activators | 370,000 tested, 0.14% active; note: % of control where 0% means no effect; nearly all actives have a fitted effect of over 65% in size
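Readout is rescue of growth in alpha-synuclein-expressing yeast, so inhibitors of toxicity appear as activators. Growth after 24 hr at 30 deg C in galactose medium is quantified by luminescence.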
* = called active by the depositor; i = inactive; ? = inconclusive; · = no result given; [ ] = remark or other dose. Calls come from the whole dose curve; as a rule, active = well fitted curve in the direction sought with a large enough effect; inconclusive = small, poorly fitted or top-dose-only effect, or another doubt; inactive = no such curve, though single readings can be large; an effect the other way counts as inactive or inconclusive. Potency is the fitted concentration of half-maximal effect. Some of the compounds tested, so the mix of outcomes need not match the whole.

1	COCCN(C(=O)C1CCCC1)c1c(N)n(Cc2ccccc2)c(=O)[nH]c1=O
2	O=C(CCN1C(=O)/C(=C/c2ccccc2)SC1=S)NCCc1ccc(O)cc1
3	Cc1cc(SCC(=O)c2ccc(O)c(O)c2)n2nc(C)c(-c3ccccc3)c2n1
4	CCOC(=O)C1(P(=O)(c2ccccc2)c2ccccc2)CCC1
5	Cn1c(N)c(C(=O)CSc2nnc(-c3ccccc3F)n2N)c(=O)n(C)c1=O
6	CCOC(=O)Cc1csc(NC(=O)CCCN2C(=O)c3ccccc3C2=O)n1

Screen / compound no.,1,2,3,4,5,6
FUS yeast rescue,0%,16%,41%,-1%,8%,20%
EPAC1 agonist,-5%,-4%,-2%,-1%,0%,4%
EPAC2 ag,7%,4%,13%,1%,0%,8%
TDP43 rescue,-1%,2%,7%,7%,-28%,5%
PTHR1 ag,i,-23%,-46%,22%[57.5 µM],i,i
EPAC2 antagonist,7%,2%,-5%,2%,7%,2%
EPAC1 antagonist,1%,0%,?,2%,-12%,-3%
aSyn rescue,2%,1%,5%,2%,1%,-4%

Results in sequence from the entries so far.
FUS yeast rescue for entries 1 to 6: 0%, 16%, 41%, -1%, 8%, 20%
EPAC1 antagonist for entries 1 to 6: 1%, 0%, ?, 2%, -12%, -3%

(cont.)
7	COc1ccc(N2CCC(CNC(=S)Nc3cc(C)ccc3C)C2)cc1 (configuration not stated)
8	CC(=O)C1=C(O)C(=O)N(c2ccccn2)C1c1ccc(Cl)cc1 (configuration not stated)
9	CCCCN(C)C(=O)c1cn(CC)c2ccc(S(=O)(=O)N(C)C)cc2c1=O
10	CC(C)NC(=S)Nc1ccc2cn[nH]c2c1
11	COc1ccc(OCC(=O)NCc2ccc(Cl)cc2)cc1
12	Clc1ccc(OCc2nn3c(-c4ccncc4)nnc3s2)cc1

Screen / compound no.,7,8,9,10,11,12
FUS yeast rescue,38%,34%,2%,-9%,0%,·
EPAC1 agonist,2%,-7%,-8%,-4%,3%,4%
EPAC2 ag,5%,6%,3%,0%,2%,-4%
TDP43 rescue,14µM*,-15%,?,13%,28%,?
PTHR1 ag,-39%[inhibitor],2%,-6%,i,-6%,i
EPAC2 antagonist,-17%,4%,5%,16%,3%,-3%
EPAC1 antagonist,9%,-22%,-3%,10%,4%,-5%
aSyn rescue,?,-1%,-1%,3%,20%,-9%

13	CCN1CCN(Cc2nnc(-c3ccc(C)cc3)o2)CC1
14	CCOC(=O)c1c(-c2ccc(C)o2)csc1NC(=O)CSc1nncs1
15	C[N+]12CCC(CC1)C(OC(=O)C(O)(c1ccccc1)c1ccccc1)C2 (configuration not stated)
16	COc1ccc(N(CC(=O)NC2CCCC2)C(=O)c2ccc(C)s2)cc1OC
17	CCc1ccc(NC(=O)c2ccc(Cn3cc([N+](=O)[O-])cn3)cc2)cc1
18	CC(=O)N1c2ccccc2C(C)CC12CCCCC2 (configuration not stated)

Screen / compound no.,13,14,15,16,17,18
FUS yeast rescue,-15%,28%,-13%,15%,·,2%
EPAC1 agonist,2%,15%,-12%,9%,-7%,-7%
EPAC2 ag,12%,20%,1%,4%,-5%,7%
TDP43 rescue,-8%,?,17%,-1%,4%,-15%
PTHR1 ag,-13%,-11%,i,-7%,-34%[inhibitor],i
EPAC2 antagonist,4%,-3%,-7%,-3%,-4%,9%
EPAC1 antagonist,18%,17%,-4%,-11%,-1%,8%
aSyn rescue,1%,12%,-8%,1%,-5%,0%

In the list so far, these have two or more sulfur atoms.
2	O=C(CCN1C(=O)/C(=C/c2ccccc2)SC1=S)NCCc1ccc(O)cc1
14	CCOC(=O)c1c(-c2ccc(C)o2)csc1NC(=O)CSc1nncs1

Screen / compound no.,2,14
FUS yeast rescue,16%,28%
EPAC1 agonist,-4%,15%
EPAC2 ag,4%,20%
TDP43 rescue,2%,?
PTHR1 ag,-23%,-11%
EPAC2 antagonist,2%,-3%
EPAC1 antagonist,0%,17%
aSyn rescue,1%,12%

New compounds follow:
19	COc1cc(OC)nc(NC(=O)NS(=O)(=O)c2ccc(F)cc2)n1
20	O=[N+]([O-])c1cccc(SSc2cccc([N+](=O)[O-])c2)c1
21	Cc1cccc(NC(=S)N(Cc2cccs2)Cc2cc3cc(C)ccc3[nH]c2=O)c1
22	Cn1c(CNC(=O)c2ccccc2F)nnc1SCCOc1ccccc1
23	CCC(=O)N(Cc1ccco1)Cc1cc2cc3c(cc2[nH]c1=O)OCO3
24	C/C(=N/NC(=O)Cc1cccs1)c1ccco1

Screen / compound no.,19,20,21,22,23,24
FUS yeast rescue,-12%,-7%,-35%,10%,10%,·
EPAC1 agonist,10%,-3%,5%,-3%,0%,-14%
EPAC2 ag,15%,9%,16%,0%,3%,5%
TDP43 rescue,-18%,-94%[inhibitor],22%,?,-3%,-1%
PTHR1 ag,i,i,-7%,i,-16%,-23%
EPAC2 antagonist,-10%,3%,2%,0%,8%,14%
EPAC1 antagonist,-2%,-3%,3%,3%,13%,4%
aSyn rescue,-1%,-78%[inhibitor],6%,-1%,-1%,-3%

25	Cc1nn2c(-c3ccccc3)c(-c3ccccc3)nc2[nH]c1=O
26	Cc1nc(-c2ccc(S(=O)(=O)N3CCN(C(c4ccccc4)c4ccccc4)CC3)s2)cs1
27	CCN(CC)Cc1c(C(=O)N/N=C/c2ccccn2)nnn1-c1nonc1N
28	COc1ccc2c(c1OC)c(=O)n1c3ccc(OC(C)C(=O)NCCN4CCOCC4)cc3c3ccnc2c31 (configuration not stated)
29	CC(C)(C)n1nc2c(c1NC(=O)c1ccc(S(=O)(=O)N3CCCC3)cc1)CSC2
30	COCCCNC(=O)CCc1nc(-c2ccccc2Cl)no1

Screen / compound no.,25,26,27,28,29,30
FUS yeast rescue,-2%,-9%,-13%,9%,16µM*,-11%
EPAC1 agonist,2%,17%,-1%,-17%,-6%,2%
EPAC2 ag,17%,6%,5%,4%,2%,0%
TDP43 rescue,3%,4%,-7%,2%,0%,13%
PTHR1 ag,-1%,i,i,-19%,i,i
EPAC2 antagonist,0%,-2%,-10%,-8%,-1%,7%
EPAC1 antagonist,-13%,4%,1%,-6%,-4%,17%
aSyn rescue,-4%,2%,-1%,0%,2%,21%

Results in EPAC2 ag, for 4 of the compounds above:
entry	Compound	EPAC2 ag
30	COCCCNC(=O)CCc1nc(-c2ccccc2Cl)no1	0%
27	CCN(CC)Cc1c(C(=O)N/N=C/c2ccccn2)nnn1-c1nonc1N	5%
29	CC(C)(C)n1nc2c(c1NC(=O)c1ccc(S(=O)(=O)N3CCCC3)cc1)CSC2	2%
26	Cc1nc(-c2ccc(S(=O)(=O)N3CCN(C(c4ccccc4)c4ccccc4)CC3)s2)cs1	6%

Next part.
31	CC(C)NS(=O)(=O)c1ccc(CCC(=O)N2CCC(C(N)=O)CC2)cc1
32	CN1CCN(/N=C/c2ccc(Cl)c(Cl)c2)CC1
33	Cn1c(CNC(=O)CNC(=O)c2ccc(F)cc2)cc(=O)n(C)c1=O
34	CCOc1ccc(N2CC(C(=O)NC3=NCCS3)CC2=O)cc1 (configuration not stated)
35	COc1ccc(CNS(=O)(=O)c2ccc3c(c2)N(C(C)=O)CC(C)S3)cc1 (configuration not stated)
36	CCc1nc2cccnc2n1-c1ccc(CC(=O)NCCOC)cc1

Screen / compound no.,31,32,33,34,35,36
FUS yeast rescue,-15%,·,0%,-16%,-8%,-26%
EPAC1 agonist,4%,-13%,0%,7%,5%,10%
EPAC2 ag,1%,-1%,13%,10%,-3%,13%
TDP43 rescue,2%,-27%,0%,9%,8%,17%
PTHR1 ag,i,i,i,-19%,-89%[inhibitor],i
EPAC2 antagonist,-8%,6%,-6%,3%,-5%,3%
EPAC1 antagonist,-3%,10%,-9%,-5%,-8%,10%
aSyn rescue,15%,12%,-2%,-3%,9%,-2%

37	COC(=O)[C@@H](Cc1ccccc1)NC(=O)NCCc1ccccc1
38	COc1cccc(NC(=O)CN(C)C(=O)c2cc(S(=O)(=O)NCc3ccccc3)ccc2C)c1
39	Nc1ncncc1-c1ccccc1Cl
40	COc1ccccc1/C=C1\SC(=S)N(CCC(=O)NNC(=O)c2ccccc2O)C1=O
41	C=C(C)c1cccc(C(C)(C)NC(=O)NC2CCCC2)c1
42	CC(C)(C)c1ccc(OCC(O)CSc2ncn[nH]2)cc1 (configuration not stated)

Screen / compound no.,37,38,39,40,41,42
FUS yeast rescue,9%,·,-19%,33%,-2%,14%
EPAC1 agonist,-5%,-3%,-3%,-1%,-6%,3%
EPAC2 ag,3%,8%,5%,-1%,-1%,5%
TDP43 rescue,-6%,-13%,-10%,?,15%,-16%
PTHR1 ag,i,i,-18%,-24%,-15%,·
EPAC2 antagonist,23%,11%,4%,14%,6%,-20%
EPAC1 antagonist,-6%,3%,-12%,9%,4%,-15%
aSyn rescue,7%,-14%,-8%,-2%,2%,-6%

43	Cc1ccc(N(CC(O)CON=C2c3ccccc3-c3ccccc32)S(C)(=O)=O)cc1 (configuration not stated)
44	COCCn1c(=N)c(S(=O)(=O)c2ccc(F)cc2)cc2c(=O)n3cccc(C)c3nc21
45	CCOC(=O)CCC(=O)Nc1ncnc2c1C(c1ccccc1)c1c(ccc3ccccc13)O2 (configuration not stated)
46	CC(C)C(=O)N1CCC2(CC1)Oc1ccc(Cl)cc1C(=O)C21CC(c2ccc(Cl)cc2)=NO1 (configuration not stated)
47	COc1ccc(C(=O)Nc2cccc3cccnc23)cc1OC
48	Brc1cc2c(cc1Br)OCCOCCOCCO2

Screen / compound no.,43,44,45,46,47,48
FUS yeast rescue,38%,-27%,?,18%,13%,-17%
EPAC1 agonist,?,21%,-11%,3%,11%,2%
EPAC2 ag,27%,12%,1%,9%,7%,0%
TDP43 rescue,19%,-2%,·,1%,12%,20µM*
PTHR1 ag,-3%[57.5 µM],-7%,-43%[inhibitor],i,-4%[57.5 µM],i
EPAC2 antagonist,-21%,1%,-8%,6%,-1%,0%
EPAC1 antagonist,-18%,-8%,-2%,10%,-8%,10%
aSyn rescue,?,-1%,·,0%,2%,0%

Compound activity: PubChem BioAssay, National Center for Advancing Translational Sciences (NCATS)
